BoNT F protease = inhibitors of Botulinum neurotoxin F light chain protease. inhibition, % at 10 µM. Multiplex microsphere protease cleavage assay, flow cytometry. 360,000 compounds, 0.22% hits; in the data active = inhibition above about 35%, passing the limit was not always enough; inconclusive = no clear call, values can overlap the other calls; also: plate controls were buffer without enzyme for full effect and enzyme alone for no effect
FadD28 FP inh = blocks FadD28 binding to the bisubstrate probe; fluorescence polarization; inhibition, % at 12.5 µM; 360,000 compounds, 0.22% hits; in the data active = inhibition above about 8.5%, passing the limit was not always enough; inconclusive = no clear call, values can overlap the other calls
GDH-TPI counter = inhibits GDH-TPI coupling enzymes, artifact for Mtb FBA screen; GDH-TPI coupled enzyme counterscreen, NADH absorbance; inhibition, % at 4.8 µM; 360,000 compounds, 1.2% hits; AID 588335;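 also: 0% = DMSO wells and 100% = wells lacking the enzyme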
CCHF vOTU inh = blocks the CCHF virus ovarian tumor domain protease | CCHFV vOTU protease, Pep-AMC fluorescence | inhibition, % at 11.5 µM | 370,000 compounds, 0.55% hits | AID 651958; also: 0% = vehicle wells with enzyme and 100% = no enzyme wells
PrPC surface inh = inhibitors of human cell surface prion protein PrPC; P04156; 370,000 compounds, 0.43% hits; inhibition, % at 13.8 µM; TR-FRET read-out; in the data active = inhibition above about 24%; also: 0% = median of the test wells and 100% = reference compound wells
Mtb FBA inh = inhibits M. tuberculosis FBA enzyme; 360,000 compounds, 2.3% hits; P9WQA3; purified M. tuberculosis FBA, fluorescence read-out; inhibition, % at 1 µM; in the data active = inhibition above about 27%;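 also: 0% = vehicle and 100% = reference inhibitor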
Target sequence (P9WQA3 whole entry, looked up): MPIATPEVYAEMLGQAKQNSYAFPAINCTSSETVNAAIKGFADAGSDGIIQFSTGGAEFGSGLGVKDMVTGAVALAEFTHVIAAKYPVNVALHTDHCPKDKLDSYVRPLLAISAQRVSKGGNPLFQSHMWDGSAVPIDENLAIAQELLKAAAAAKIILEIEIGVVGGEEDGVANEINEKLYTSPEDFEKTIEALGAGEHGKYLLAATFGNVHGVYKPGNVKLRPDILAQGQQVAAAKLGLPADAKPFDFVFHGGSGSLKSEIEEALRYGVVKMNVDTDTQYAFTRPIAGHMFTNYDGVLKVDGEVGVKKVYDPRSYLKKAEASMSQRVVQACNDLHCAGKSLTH
BoNT-A LC inh2 = BoNT A light chain protease inhibition | inhibition, % at 10 µM | AID 588499 | 360,000 compounds, 0.17% hits | multiplex microsphere protease substrate cleavage, flow cytometry; in the data active = inhibition above about 30%; inconclusive = no clear call, values can overlap the other calls; also: plate controls were buffer without enzyme for full effect and enzyme alone for no effect
Mtb BioA inh = inhibitors of Mycobacterium tuberculosis BioA enzyme; purified M. tuberculosis BioA enzyme, plate reader; inhibition, % at 9.99 µM; 360,000 compounds, 0.096% hits; AID 602481; in the data active = inhibition above about 40%; inconclusive = no clear call, values can overlap the other calls
Mtb UGM inh = inhibitors of M. tuberculosis UDP-galactopyranose mutase; 320,000 compounds, 0.06% hits; inhibition, % at 10 µM; purified UGM, fluorescence polarization probe displacement; P9WIQ1; in the data active = inhibition above about 10%, passing the limit was not always enough; inconclusive = no clear call, values can overlap the other calls
Target sequence (P9WIQ1 whole entry, looked up): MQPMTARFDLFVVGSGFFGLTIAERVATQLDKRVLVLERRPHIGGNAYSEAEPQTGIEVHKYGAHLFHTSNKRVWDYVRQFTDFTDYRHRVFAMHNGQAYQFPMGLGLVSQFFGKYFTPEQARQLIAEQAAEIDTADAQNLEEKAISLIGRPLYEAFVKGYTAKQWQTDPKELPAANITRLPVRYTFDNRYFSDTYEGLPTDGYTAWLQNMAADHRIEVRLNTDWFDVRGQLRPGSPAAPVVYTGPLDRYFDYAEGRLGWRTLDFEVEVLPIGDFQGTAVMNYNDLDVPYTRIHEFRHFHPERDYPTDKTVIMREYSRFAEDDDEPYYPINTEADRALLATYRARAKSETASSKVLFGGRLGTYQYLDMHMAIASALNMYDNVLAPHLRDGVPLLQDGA
* marks the source's active call; other numbers are inactive results; u = inconclusive; x = no result given; + = active, no number; & = joins results of further samples. Rule as the data show it, unless noted: active = inhibition above about 30%; inactive = the rest.

SMILES	BoNT F protease	FadD28 FP inh	GDH-TPI counter	CCHF vOTU inh	PrPC surface inh	Mtb FBA inh	BoNT-A LC inh2	Mtb BioA inh	Mtb UGM inh
O=C(c1ccco1)N1CCN(S(=O)(=O)c2ccc(S(=O)(=O)NC3CC3)cc2)CC1	-5	0.1	9	-1	5	2	0.3	x	0.1
COc1cccc(-c2cc(C(=O)N3CCCCCC3)no2)c1	-3	-3.3	-2	2	-4	5	0.3	0.5	-0.7
COc1cc(OC)c(CN2CCCCCCC2)cc1Br	-2	-4.3	1	-10	-6	-1	0.0	0.6	1.1
CC(=O)N1N=C(c2ccccc2)CC1c1ccc2c(c1)OCO2 (configuration not stated)	8	-3.3	-2	7	2	1	4.4	3.0	-1.5
C=CCOc1ccccc1/C=N/n1nnnc1N	u	-5.0	20	-1	-1	2	-2.8	6.7	3.0
CCN1CCN(CC(=O)c2c(C)n(C)c3ccc(OC)cc23)CC1	3	-0.5	9	-4	-2	0	0.7	-4.0	2.4
CCCCN(C=O)c1c(CC)nc2ccc(C(=O)NCc3ccc4c(c3)OCO4)cn12	0	-0.7	-8	14	6	1	-0.7	0.7	x
COc1ccc(C(=O)Nc2cc3c4c(c2)C(C)C(=O)N4CCC3)cc1OC (configuration not stated)	7	-2.1	-1	0	1	-4	-0.4	3.9	-0.2
CCn1cc(CN2CCC(n3nccc3NC(=O)C3CCCC3)CC2)cn1	-1	-4.5	8	6	-6	-2	-0.5	-0.5	-4.1
COc1cccc2c1OCC/C2=N\NC(=O)COc1ccccc1C	1	-1.8	15	-11	-4	2	0.0	x	-0.8
O=C(Cc1cccs1)N1CCC2(CC1)OCCO2	-1	-3.2	-7	3	5	0	-1.9	-1.6	0.8
O=C(C=NNc1ccccc1)c1ccccc1	-2	-1.7	12	7	5	-5	0.1	-1.0	x
CC(C)N(C(=O)Cn1cc(SCC(=O)N2CCCC2)c2ccccc21)C(C)C	-2	-0.8	0	9	1	-3	0.3	x	0.8
O=C(NC(=S)Nc1ccc(Oc2ccccc2)cc1)c1ccc(Cl)cc1	-6	0.0	6	-8	0	-1	-1.4	0.0	1.8
O=C(Nc1nc(-c2ccc(-c3ccccc3)cc2)cs1)c1cc([N+](=O)[O-])ccc1N1CCOCC1	-2	-2.0	-1	3	8	-1	1.1	x	1.7
CSc1nsc(/C=C/Nc2ccc(F)cc2)c1C#N	0	0.1	3	7	1	0	6.1	x	1.6
CC1CCCCC1NC(=O)Cc1ccc(S(=O)(=O)N2CCOCC2)s1 (configuration not stated)	-5	-1.8	14	-8	0	-2	-0.6	0.5	-0.4
O=C(Nc1ccc(O)c(-c2nc3ccccc3s2)c1)c1cccs1	-4	0.6	6	5	-1	0	-0.3	x	0.7
O=C(NCc1ccncc1)C(=O)Nc1nc(C23CC4CC(CC(C4)C2)C3)cs1	1	1.5	11	-6	35*	0	0.5	x	-0.6
COc1ccccc1NC(=O)CSc1nc(=O)n(CCN(C)C)c2c1CCCC2	-1	-1.6	1	-1	-3	-1	-0.2	3.4	0.3
COc1ccc(CCNC(=O)c2nnn(CC(=O)Nc3ccccc3C)c2N)cc1OC	-24	-0.1	4	-1	-1	0	0.1	-2.5	1.1
O=C(Nc1ccc(N2CCOCC2)cc1)c1cccc2c(Br)cccc12	-10	1.8	10	15	9	-3	-3.1	-1.1	3.1
O=C(NCc1cccnc1)c1cc(C2CCCCN2C(=O)c2ccc(Cl)cc2)on1 (configuration not stated)	-6	-2.3	5	2	6	2	-1.5	1.9	x
COc1ccc(S(=O)(=O)NCC2CCC(C(=O)NCc3ccc(F)cc3)CC2)cc1 (configuration not stated)	11	-1.6	-1	-13	-1	-3	-1.0	0.9	-2.5
O=C(NCCc1ccc(F)cc1)C1CCCCC1	-7	-1.7	1	2	8	0	-0.3	x	-1.9
CCC(=O)c1c[nH]c(C(=O)NCc2cccnc2)c1	-7	-4.5	-4	6	1	-1	0.1	x	-2.2
FC(F)(F)c1ccccc1NC(=S)N/N=C1\CC2CC=CC12 (configuration not stated)	-3	-2.6	-8	-7	10	0	-0.3	x	x
CC(C)(C)N(Cc1ccccc1)C(=O)c1cc2ccccc2o1	u	-1.4	-9	12	-10	-1	-2.0	0.1	0.4
CCCc1cc(C(=O)OC)c(NC(=O)CCCC(=O)O)s1	-2	-0.7	1	3	9	3	-0.3	x	-3.1
COc1ccc(Cl)cc1S(=O)(=O)Nc1cccc(C(=O)O)c1	4	-3.0	-9	-2	-1	3	2.4	-0.7	-1.0
CCc1ccccc1Nc1nc(N)nc(COC(=O)C2=COCCO2)n1	12	-0.3	-7	3	-11	-1	1.4	3.6	-2.3
CCCOc1ccc(OCC(=O)c2[nH]c(C)c(C(C)=O)c2C)cc1	-8	-0.7	8	x	x	3	-0.2	x	-0.5
Nn1c(SCC(=O)Nc2ccc(S(=O)(=O)N3CCCC3)cc2)nnc1C(F)(F)F	6	-1.7	-15	11	5	4	0.2	1.8	-4.4
C/C(N)=C(/C#N)C(=O)CSc1nnc(-c2ccc(OC(F)F)cc2)o1	-5&-7	-0.9&-0.6	6&5	4&-8	-1&-6	3&-1	0.0&0.1	-1.0&1.0	-0.4
COC(=O)Cn1c(=NC(=O)C2COc3ccccc3O2)sc2cc(S(N)(=O)=O)ccc21 (configuration not stated)	-1	-4.5	9	4	0	-1	-0.2	1.4	-1.5
COc1ccccc1NC(=O)CCS(=O)(=O)c1cc2c(cc1Cl)NC(=O)CO2	10	0.6	1	10	-4	4	0.1	-2.2	-0.7
Cc1cc(NC(=O)Cn2c(=O)oc3ccccc32)no1	1	-3.2	-3	-4	3	1	-0.5	-1.1	3.1
COC(=O)c1ccc(NCc2c(O)ccc(O)c2Br)cc1Cl	-8	-3.8	-2	21	-4	-4	-0.1	x	x
O=C(OCc1cnc(Cl)s1)c1ccc(Cl)cc1	-4	-0.4	-10	1	0	8	-0.2	0.0	-0.2
Cc1ccc(C)c(N2CCN(C(=O)CCc3nc(-c4ccc(Br)cc4)no3)CC2)c1	-3	2.0	2	1	5	2	0.0	-1.1	x
CN1C(=O)c2ccc(C(=O)Nc3ccccc3O)cc2C1=O	0	-1.6	6	-4	0	1	0.1	0.4	-0.6
O=C(c1ccco1)N1CCN(C(=O)c2ccccc2OCc2ccccc2)CC1	-2	0.0	-1	-18	8	0	0.3	-0.9	0.3
C/C(=N\NC(=O)c1ccc(F)cc1)c1ccccn1	u	-3.2	9	0	11	2	-3.5	x	0.1
Cc1c(C(=O)N2CCc3ccccc3C2)oc2ccc(S(=O)(=O)N3CC(C)CC(C)C3)cc12 (configuration not stated)	-1	-1.6	0	7	3	0	-0.7	x	-3.1
Cc1cccc(Oc2nc(-c3ccccn3)nc3ccccc23)c1	u	-3.7	-2	8	2	1	-6.7	0.9	-3.4
COc1ccc(OC)c(NC(=O)c2ccccc2N(Cc2ccccc2)S(C)(=O)=O)c1	-3	-1.1	4	1	9	2	0.2	x	-2.3
CC[C@]12c3[nH]c4ccc(OC)cc4c3CCN1C(=O)C(CC(=O)NCCCN(C)C)C[C@@H]2C(=O)N1CCN(C(=O)c2ccco2)CC1 (some centres not stated)	-6	0.1	2	8	4	1	-0.7	0.3	x
CCCCN(CCCC)/C(N)=N/c1nc(C)cc(C)n1	-2	0.3	1	0	-6	-1	-0.1	x	2.4
COc1ccc(NC(=O)COC(=O)CC2Sc3ccccc3NC2=O)cc1 (configuration not stated)	-8	1.1	-8	0	1	3	1.7	1.5	x
COc1ccc(NC(=O)COc2ccc(-c3nn(C)c(=O)c4ccccc34)cc2)cc1	-11	0.0	4	-11	2	1	-0.1	x	4.2
The list continues:
SMILES	BoNT F protease	FadD28 FP inh	GDH-TPI counter	CCHF vOTU inh	PrPC surface inh	Mtb FBA inh	BoNT-A LC inh2	Mtb BioA inh	Mtb UGM inh
Cn1c(=O)oc2cc(S(=O)(=O)NCc3ccco3)ccc21	4	-2.6	8	3	-4	5	-0.7	-1.0	1.9
N/C(=N\OC(=O)CC1CCCCC1)c1cccc([N+](=O)[O-])c1	-5	-3.1	-11	-11	-8	-1	-0.3	x	-1.0
O=C(Cc1ccc([N+](=O)[O-])cc1)Nc1cc(C(F)(F)F)cc(C(F)(F)F)c1	x	-1.2	2	-10	-6	-1	x	0.0	-4.1
O=c1c2cnn(-c3ccc(F)cc3)c2ncn1Cc1ccc(F)cc1	0	-1.4	13	-2	-7	0	0.0	-0.7	-1.3
CCCc1cc(=O)oc2cc(C)cc(OCC(=O)NC3CC3)c12	-14	1.1	14	-26	-2	93*	-2.0	-0.8	-0.4
COc1ccccc1NC(=O)c1c(O)c2ccccc2[nH]c1=O	-9	-1.2	1	-10	4	-1	-1.1	x	0.3
COc1ccc(NS(=O)(=O)c2ccc(OCC(=O)N3CCOCC3)cc2)cc1Cl	-8	-4.8	-7	-1	1	0	-2.4	-1.3	2.4
Cc1ccc(N(CC(=O)N/N=C/c2cc(C)n(-c3ccccc3)c2C)S(C)(=O)=O)c(C)c1	6	-2.0	-1	16	-6	-1	1.9	-1.3	3.2
COc1cnc(-c2ccccn2)nc1Oc1ccc(Cl)cc1	2	-3.9	14	-3	-3	-4	-0.2	-2.9	-0.2
CCc1ccc(NC(=O)CCn2ccnc2C)cc1	20	0.5	-4	-16	-2	-1	2.7	x	0.3
Cc1ccc(F)cc1S(=O)(=O)Nc1cccc(C(=O)N2CCCC(C(N)=O)C2)c1 (configuration not stated)	0	-1.5	1	7	-1	3	-0.3	-1.7	-2.6
Cc1ccc(C(=O)c2c3ccc([N+](=O)[O-])cc3[n+]([O-])n2CCCC(N)=O)cc1	0	0.0	2	10	5	2	0.1	1.9	1.1
COC(=O)c1ccc(OCc2nn[nH]n2)cc1	18	0.5	3	-4	12	0	-1.7	-1.7	4.7
CCc1ccccc1NC1=NCC(=O)N1Cc1ccc(OC)cc1	-17	0.1	17	-3	2	0	-0.1	1.9	-1.7
Cc1c([N+](=O)[O-])c(C(=O)Sc2ccc(Br)cc2)nn1C	x	-1.5	6	-12	-7	-2	x	-3.7	-2.8
COC(=O)c1c(C)[nH]c(C(=O)OC(C)C(=O)NC2CCCCC2C)c1C (configuration not stated)	-5	-1.3	10	9	6	1	0.4	-1.1	x
C[C@@H]1CN([C@H](C)CO)C(=O)CCCn2cc(nn2)CO[C@H]1CN(C)C(=O)Nc1cccc(Oc2ccccn2)c1	-9	-1.9	-1	2	-5	2	-0.4	10&13	x
CCc1nc(OCc2ccco2)c2sc3nc4c(cc3c2n1)COC(C)(C)C4	11	-3.4	12	3	4	-2	0.6	-0.9	-0.9
Cc1ccccc1/C=N/NC(=O)c1cccnc1	x	-2.2	7	-5	-2	-1	x	13	0.6
Cc1ccc(C)c(NC(=O)c2cnn3ccccc23)c1	-8	-3.2	0	-6	12	-1	-0.3	-0.5	-0.1

Molecules listed so far that have a thiophene ring, fused or not (5):
SMILES	BoNT F protease	FadD28 FP inh	GDH-TPI counter	CCHF vOTU inh	PrPC surface inh	Mtb FBA inh	BoNT-A LC inh2	Mtb BioA inh	Mtb UGM inh
O=C(Cc1cccs1)N1CCC2(CC1)OCCO2	-1	-3.2	-7	3	5	0	-1.9	-1.6	0.8
CC1CCCCC1NC(=O)Cc1ccc(S(=O)(=O)N2CCOCC2)s1 (configuration not stated)	-5	-1.8	14	-8	0	-2	-0.6	0.5	-0.4
O=C(Nc1ccc(O)c(-c2nc3ccccc3s2)c1)c1cccs1	-4	0.6	6	5	-1	0	-0.3	x	0.7
CCCc1cc(C(=O)OC)c(NC(=O)CCCC(=O)O)s1	-2	-0.7	1	3	9	3	-0.3	x	-3.1
CCc1nc(OCc2ccco2)c2sc3nc4c(cc3c2n1)COC(C)(C)C4	11	-3.4	12	3	4	-2	0.6	-0.9	-0.9

Going on with the list.
SMILES	BoNT F protease	FadD28 FP inh	GDH-TPI counter	CCHF vOTU inh	PrPC surface inh	Mtb FBA inh	BoNT-A LC inh2	Mtb BioA inh	Mtb UGM inh
CCOc1ccc(NC(=O)[C@@H](NC(=O)c2ccccc2)[C@@H](C)CC)cc1	-4	-1.0	7	-3	-2	-1	-1.2	x	0.4
N=c1c(C(=O)NC2CCCCC2)cc2c(=O)n3ccccc3nc2n1CC1CCCO1 (configuration not stated)	4	0.4	6	-201	-53	+	-1.6	-1.3	1.8
O=C(C1CCCN(S(=O)(=O)c2cccc3cccnc23)C1)N1CCN(c2ccccc2F)CC1 (configuration not stated)	0	0.1	2	0	6	-1	-1.3	0.8	0.6
CCOc1cc(/C=C2/NC(=O)NC2=O)cc(Br)c1OCc1ccc(C(=O)O)cc1	0	-3.9	27	9	-6	1	-0.1	x	-0.3
